MsrA act – bovine methionine sulfoxide reductase A activation | activation, % at 10.6 µM | 360,000 compounds, 0.3% hits | purified bovine MsrA, absorbance read-out; in the data active = activation above about 7.5%;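 also: 0% = vehicle and 100% = reference activator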
NRP1-CendR mod – alters CendR peptide binding to human NRP-1; O14786; FAM-RPARPAR peptide binding to NRP-1, fluorescence polarization; inhibition, % at 25 µM; 360,000 compounds, 0.85% hits; AID 602438;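 active = inhibition or corrected inhibition above about 18%, plus a signal ratio from 0.5 to 1.5, limit read from the data, passing the limit was not always enough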; also: strong numbers were not always called active
MsrA inhibitor – inhibitors of bovine MsrA; 360,000 compounds, 0.75% hits; AID 651718; purified bovine MsrA, absorbance read-out; inhibition, % at 15.5 µM; in the data active = inhibition above about 4.5%;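 also: 0% = vehicle wells with enzyme and 100% = reference inhibitor wells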
TbMetRS inhib – blocks T. brucei methionyl-tRNA synthetase activity; purified T. brucei MetRS, ATP depletion, Kinase-Glo luminescence; inhibition, % at 11.9 µM; 360,000 compounds, 0.4% hits;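 active = inhibition above a per-plate cutoff of the control wells' mean inhibition plus 3 SD, cut at about 5.5% in these data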;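 also: 0% = DMSO wells median and 100% = median of wells with control inhibitor compound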
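Test system: purified T. brucei MetRS enzyme. Also added: ATP, methionine and E. coli bulk tRNA substrates. Compound: 11.9 µM single point. Schedule: 15 min enzyme-compound preincubation, 2 h reaction, 10 min detection, 25 °C. Signal: luciferase luminescence of residual ATP, Kinase-Glo. Evaluation: percent inhibition versus plate control medians. Controls: DMSO wells, low control.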
SKN-1 block – C. elegans SKN-1 inhibition; AID 624304; inhibition, % at 21.8 µM; 360,000 compounds, 0.49% hits; C. elegans VP596 Pgst-4::GFP/RFP ratio, acrylamide-induced, 24 h;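 active = interference check ratio from 0.5 to 1.5 plus GFP to RFP signal ratio inhibition reaching or exceeding a fixed threshold, cut at about 30% in these data, passing the limit was not always enough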; also: some compounds called inactive have numbers as strong as hits
MLLE-PAM2 inh – blocks PAM2 peptide binding to the PABP1 MLLE domain. GST-MLLE / FITC-PAM2 fluorescence polarization. inhibition, % at 20 µM. AID 588489. 360,000 compounds, 0.36% hits; in the data active = inhibition above about 35%, passing the limit was not always enough;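 also: plate controls were DMSO wells with GST-MLLE for no effect and wells lacking GST-MLLE protein for full effect; some results filed as inactive read as strong as hits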
MT1-MMP act inh – MT1-MMP (human) activation inhibition; P50281; HT1080 RFP-PRO-GFP cells, GFP/RFP ratio fluorescence, overnight; percent of plate control window, DMSO zero; GFP/RFP ratio change, % at 20 µM; 360,000 compounds, 0.061% hits;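 active = GFP/RFP ratio change of at least 30% with cell ATP level not reduced by more than half and red fluorescence within 50% of control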; also: strong numbers were not always called active
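Material – HT1080 RFP-PRO-GFP cells · Control set – DMSO wells and RFP-L50D-GFP cells · Incubation – overnight cell settling, then overnight compound exposure, 37 °C, 5% CO2 · Compound dosing – single-point 20 µM compound, 1% DMSO · Read-out – GFP/RFP fluorescence ratio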
FAS TE block – blocks the thioesterase domain of human fatty acid synthase; AID 602261; recombinant FAS-TE, OMFH fluorogenic substrate, fluorescence endpoint; inhibition, % at 15 µM; 360,000 compounds, 0.67% hits; P49327;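 active = compounds whose normalised, plate-corrected inhibition of enzyme fluorescence in the single-dose primary screen is 50% or more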;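 also: 0% = DMSO with enzyme and 100% = substrate without enzyme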
Target sequence (P49327 whole entry, looked up, the tested form may be a part): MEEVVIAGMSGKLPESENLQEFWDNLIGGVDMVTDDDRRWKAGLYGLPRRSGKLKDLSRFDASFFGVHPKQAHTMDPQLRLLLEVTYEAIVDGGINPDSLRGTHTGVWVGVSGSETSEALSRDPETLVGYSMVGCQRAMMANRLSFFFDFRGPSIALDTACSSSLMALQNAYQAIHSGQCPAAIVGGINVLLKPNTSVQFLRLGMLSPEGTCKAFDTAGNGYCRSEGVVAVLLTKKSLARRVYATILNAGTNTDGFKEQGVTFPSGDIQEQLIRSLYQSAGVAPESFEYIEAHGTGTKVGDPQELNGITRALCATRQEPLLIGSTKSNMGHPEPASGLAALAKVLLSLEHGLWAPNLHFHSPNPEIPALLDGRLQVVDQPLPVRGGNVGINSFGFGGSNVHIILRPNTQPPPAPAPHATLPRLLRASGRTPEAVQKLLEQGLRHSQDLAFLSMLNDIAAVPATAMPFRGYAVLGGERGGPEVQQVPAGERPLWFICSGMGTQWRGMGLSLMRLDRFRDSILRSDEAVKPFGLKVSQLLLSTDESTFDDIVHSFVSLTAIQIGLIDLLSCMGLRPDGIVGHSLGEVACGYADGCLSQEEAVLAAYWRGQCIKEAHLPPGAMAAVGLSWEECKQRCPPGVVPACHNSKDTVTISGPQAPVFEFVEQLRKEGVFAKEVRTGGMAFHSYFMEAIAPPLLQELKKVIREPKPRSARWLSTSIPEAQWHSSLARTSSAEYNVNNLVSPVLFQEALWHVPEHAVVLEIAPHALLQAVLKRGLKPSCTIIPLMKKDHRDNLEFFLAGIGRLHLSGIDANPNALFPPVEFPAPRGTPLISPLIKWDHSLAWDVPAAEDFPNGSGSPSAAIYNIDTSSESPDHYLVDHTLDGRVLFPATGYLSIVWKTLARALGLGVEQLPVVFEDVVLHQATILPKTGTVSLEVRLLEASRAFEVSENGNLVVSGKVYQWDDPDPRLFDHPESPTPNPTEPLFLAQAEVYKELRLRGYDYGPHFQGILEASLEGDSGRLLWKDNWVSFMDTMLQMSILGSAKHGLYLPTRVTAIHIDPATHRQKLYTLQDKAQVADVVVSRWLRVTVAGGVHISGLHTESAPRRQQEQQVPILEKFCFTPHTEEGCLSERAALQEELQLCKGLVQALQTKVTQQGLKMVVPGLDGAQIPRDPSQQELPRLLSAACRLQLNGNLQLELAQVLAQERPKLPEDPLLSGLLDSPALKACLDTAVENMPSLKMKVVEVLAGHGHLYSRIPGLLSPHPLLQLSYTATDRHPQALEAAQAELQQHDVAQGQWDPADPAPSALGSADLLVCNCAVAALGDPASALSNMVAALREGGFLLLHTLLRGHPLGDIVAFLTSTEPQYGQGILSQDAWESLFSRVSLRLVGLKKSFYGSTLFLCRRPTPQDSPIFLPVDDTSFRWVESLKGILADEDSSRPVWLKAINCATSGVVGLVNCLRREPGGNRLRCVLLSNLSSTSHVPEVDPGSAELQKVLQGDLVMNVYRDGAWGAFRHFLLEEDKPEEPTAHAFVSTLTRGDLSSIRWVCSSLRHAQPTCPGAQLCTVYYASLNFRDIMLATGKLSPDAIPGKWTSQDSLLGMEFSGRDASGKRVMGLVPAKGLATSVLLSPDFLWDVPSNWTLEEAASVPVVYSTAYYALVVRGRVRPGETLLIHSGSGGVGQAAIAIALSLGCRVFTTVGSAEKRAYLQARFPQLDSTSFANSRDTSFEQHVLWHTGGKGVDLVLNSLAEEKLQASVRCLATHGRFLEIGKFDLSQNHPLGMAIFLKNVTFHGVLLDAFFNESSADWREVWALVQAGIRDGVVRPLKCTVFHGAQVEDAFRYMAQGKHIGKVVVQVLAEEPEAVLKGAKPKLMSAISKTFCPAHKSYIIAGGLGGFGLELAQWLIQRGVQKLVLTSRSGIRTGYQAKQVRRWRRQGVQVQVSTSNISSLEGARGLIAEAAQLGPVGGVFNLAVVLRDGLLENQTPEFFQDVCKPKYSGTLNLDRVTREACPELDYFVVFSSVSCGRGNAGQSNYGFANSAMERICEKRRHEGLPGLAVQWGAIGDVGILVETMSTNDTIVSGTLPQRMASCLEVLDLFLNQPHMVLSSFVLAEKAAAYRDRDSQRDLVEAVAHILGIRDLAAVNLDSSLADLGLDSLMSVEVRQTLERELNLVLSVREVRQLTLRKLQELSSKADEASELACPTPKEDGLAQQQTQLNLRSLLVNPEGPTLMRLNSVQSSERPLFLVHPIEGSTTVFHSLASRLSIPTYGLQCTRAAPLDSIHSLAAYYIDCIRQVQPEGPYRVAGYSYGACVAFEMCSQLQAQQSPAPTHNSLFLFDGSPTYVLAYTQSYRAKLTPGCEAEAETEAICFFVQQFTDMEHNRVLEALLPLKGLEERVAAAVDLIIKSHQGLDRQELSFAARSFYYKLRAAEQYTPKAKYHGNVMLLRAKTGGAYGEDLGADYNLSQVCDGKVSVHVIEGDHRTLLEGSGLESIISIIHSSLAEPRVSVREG
eLon inh – inhibits E. coli Lon protease. inhibition, % at 7.94 µM. purified E. coli Lon protease, fluorescence polarization. 360,000 compounds, 0.42% hits; in the data active = inhibition above about 13%, passing the limit was not always enough;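 also: 0% = enzyme with probe and DMSO and 100% = no enzyme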
* = called active by the depositor; / = no result given.

Molecule,MsrA inhibitor,FAS TE block,MLLE-PAM2 inh,NRP1-CendR mod,MT1-MMP act inh,eLon inh,MsrA act,SKN-1 block,TbMetRS inhib
CCOC(=O)c1c(C)nc(-c2ccccc2)nc1NC(=O)CC,0.3,6,-3,-5,0,-3,-7,-11,-1.9
Cc1ccc(CCNS(=O)(=O)c2c(C)nc3sccn3c2=O)cc1,2.7,-5,2,6,1,-4,-3,-2,-0.8
CS(=O)(=O)NNC(=O)C1Cc2c(ccc3ccccc23)O1 (stereo not drawn),-0.4,-3,2,8,2,-3,0,11,-0.5
CCC(C)(C)NC(=O)C(c1ccc(OC)cc1)N(CC1CCCO1)C(=O)CCC(=O)Nc1cc(C)on1 (stereo not drawn),-1.4,-5,-2,-3,-2,-5,1,-16,0.0
O=C(COC(=O)c1cc(Cl)ccc1O)NCCNC(=O)COC(=O)c1cc(Cl)ccc1O,0.0,-8,1,-7,-5,8,-1,8,0.0
COc1ccc2cc(C(C)c3nc4ccccc4c(=O)n3N)ccc2c1 (stereo not drawn),1.2,20,11,-1,8,2,-11,2,-0.9
COc1ccc(CC(=O)O/N=C(\N)c2cccc([N+](=O)[O-])c2)cc1,-0.5,40,6,-6,-1,2,-3,1,-0.1
c1ccc(-c2nnc(CN3CCC4(CC3)OCCO4)o2)cc1,-0.1,-7,12,6,-1,-4,-5,-28,-1.0
CC(c1ccco1)N(C(=O)C12CC3CC(CC(C3)C1)C2)c1ccccn1 (stereo not drawn),-1.2,14,4,3,-6,-16,1,16,0.1
CCn1c(CN2CCOCC2)nnc1SCC(=O)Nc1ccc(C)cc1,0.4,-8,2,8,-5,-1,-4,4,-0.5
CCOc1ccc(/C=N/OCC(=O)Nc2ccc(OCc3ccccc3)cc2)cc1OC,-0.9,20,-42,4,/,4,-2,4,-0.6
O=C(Cn1c(SCC(=O)NC2CCCC2)nnc1-c1ccncc1)Nc1ccc2c(c1)OCO2,1.7,-6,6,6,-2,-8,-3,-37,0.0
Cc1ccc(C2=C/C(=C\c3cccnc3)C(=O)O2)cc1,-0.4,-5,-116,-3,-1,9,-3,-8,-0.5
Cc1ccc(O)c(C=Nc2ccc3[nH]ncc3c2)c1,0.9,-12,1,-13,8,3,-1,14,1.0
O=C(NNC(=S)Nc1ccccc1)c1cccc(Br)c1,0.7,-7,30,4,1,-3,2,6,0.7
CC(=O)Nc1ccc(S(=O)(=O)N(C)CC(=O)Nc2ccc(F)c(F)c2F)cc1,0.1,-5,15,0,2,0,-5,2,-0.5
COc1ccccc1NC(=O)COC(=O)CCS(=O)(=O)c1ccc(C)cc1,-0.3,1,-14,14,0,0,-2,-13,0.1
CC(C)n1c(N2CCN(CC(=O)Nc3ccc4c(c3)OCCO4)CC2)nc2ccccc21,-0.3,-3,4,0,3,-6,0,3,-0.4
COc1ccc2c(-c3ccc(OCCN4CCCCC4)cc3)c(-c3ccccc3OC)sc2c1,/,20,-1,0,-2,-9,-1,21,-1.8
COc1ccc(OCc2n[nH]c(=S)n2N)cc1,-0.7,-8,-48,12,3,-6,-1,10,-0.2
COc1ccc(C(=O)COC(=O)c2ccc(Cl)nc2)cc1OC,1.7,-3,8,10,6,5,-12,3,-0.5
CC1(c2ccccc2)CC(c2ccccc2)=Nc2ccccc2N1 (stereo not drawn),/,24,4,-5,-4,-3,-3,-4,-0.1
CNCc1ccccc1Sc1ccc(O)c(O)c1,0.3,-7,40*,3,-10,17,-10,-8,-0.6
COc1cc(C(=S)N2CCOCC2)cc(OC)c1OC(=O)c1ccc(F)cc1,0.1,5,30,-1,-1,-3,-2,11,-0.5
CCOc1ccc(C(=O)NC(C(=O)NCC2CCCO2)C(C)C)cc1 (stereo not drawn),-0.2,-6,-12,0,2,-1,-4,-5,-0.2
CCOC(=O)c1ccc(COC(=O)c2nonc2N)cc1,1.5,-8,-4,4,2,3,-4,-9,-0.4
COc1cccc(CNC(=O)c2ccc(Cl)c(S(=O)(=O)N3CCOCC3)c2)c1,0.1,1,-1,5,-4,-11,-3,7,0.2
COc1ccc(CNc2ccc(N3CCOCC3)cc2)cc1,2.7,-6,8,1,4,-6,-3,21,0.6
CCOc1ccc(-c2onc(C(F)(F)F)c2-c2cscn2)c(O)c1,-0.3,1,6,27*,1,2,-2,10,-0.4
NC(=O)CC[C@H](NC(=O)c1ccc(F)cc1)C(=O)OCC(=O)NCc1ccc(F)cc1,1.7,0,-36,8,1,-3,-2,-6,0.8
O=C(CSc1nc(=O)n(CCN2CCOCC2)c2c1CCCC2)Nc1ccc(F)cc1F,0.8,-4,-1,13,0,-3,-9,-3,-0.2
NC(=O)c1ncc(C(F)(F)F)cc1Oc1cccnc1,0.6,-6,3,12,-4,-4,-2,-1,0.2
CC(C)NC(=O)C1(C)CCCN1C(=O)c1ccccc1Br (stereo not drawn),-0.3,-2,-9,10,0,0,-2,-2,-0.1
CCCCOc1ncnc2c1[nH]c1ccc(OCC)cc12,-1.2,-7,-15,3,1,-4,-2,7,-0.5
O=C(Nc1ccc(S(=O)(=O)N2CCCCC2)cc1)c1ccco1,0.2,0,7,14,-1,-4,1,-7,-0.5
CCOc1cc(CNCc2ccc(C(=O)O)cc2)ccc1OC,-0.1,-4,1,13,2,11,-3,12,-0.2
CC(C)(C)c1ccc(CC(=O)N2CCC2(C)C(=O)NS(=O)(=O)c2ccccc2Cl)cc1 (stereo not drawn),0.5,-7,2,-5,-2,-15,0,7,-0.1
CC(=O)N1CCN(CC(=O)Nc2ccccc2Sc2ccc(Cl)cc2)CC1,0.8,0,-7,3,-12,3,-4,1,-0.3
O=C(CCNS(=O)(=O)c1ccc(Cl)cc1)NCc1cccnc1,2.1,-8,-4,0,-2,-1,-3,3,-0.7
Cc1noc(C)c1S(=O)(=O)Nc1ccc2c(c1)C(=O)N([C@H](C)CO)C[C@H](C)[C@@H](CN(C)Cc1ccc(C(=O)O)cc1)O2,0.1,-9,6,9,-3,-2,-2,-4,-0.4
COc1ccc(NC(=O)CNC(=O)c2sc3ccccc3c2Cl)c(OC)c1,1.2,-1,1,-6,-2,-2,-5,1,-0.3
CC(=O)Nc1ccc(NC(=O)COC(=O)c2cnccn2)cc1,-0.3,-5,4,8,4,-7,-4,2,-0.3
O=C(CSc1ccc2ccccc2n1)NC1CC1,1.1,-7,7,3,2,-14,-1,16,-0.2
Cc1noc(C)c1C(=O)N1CCCC(C(=O)c2ccc(Cl)cc2)C1 (stereo not drawn),-0.7,-3,-1,8,1,-4,-5,-2,0.4
O=c1[nH]c(CSc2nnc(-c3ccncc3)n2Cc2ccco2)nc2ccccc12,0.7,-6,2,2,-3,3,0,-7,-0.4
CC(=NCCN1CCN(C(=S)Nc2ccccc2)CC1)C1=C(O)CC(C)(C)CC1=O,1.1,-6,-63,6,-1,7,-2,14,-1.2
COc1ccc(N2CC(C(=O)N3CCC4(CC3)CC(=O)c3ccccc3O4)CC2=O)cc1 (stereo not drawn),0.8,-3,2,-8,-10,-1,-3,11,0.0
Cc1cc(C)nc(NC(=O)/C=C/c2ccccc2Cl)c1,-0.2,19,-2,-2,-36,13,-3,11,-0.2
O=c1[nH][nH]c(C(F)(F)F)c1C=Nc1cccc(Cl)c1,1.1,1,-12,12,-4,2,2,10,0.0
COc1ccccc1-c1c(C)nn2c(N3CCOCC3)cc(C)nc12,2.7,0,-5,0,0,1,-5,9,-1.1

More entries:
Molecule,MsrA inhibitor,FAS TE block,MLLE-PAM2 inh,NRP1-CendR mod,MT1-MMP act inh,eLon inh,MsrA act,SKN-1 block,TbMetRS inhib
O=C(CC1CCCCC1)NCc1ccco1,0.1,-5,3,0,2,-9,-2,2,2.2
COC(=O)c1ccc2nc(-c3ccco3)c(Cc3ccc(C)cc3)n2c1,1.2,8,-2,-9,-6,-17,-5,0,-0.2
OCCCNc1ncnc2oc(-c3ccccc3)c(-c3ccccc3)c12,1.2,1,1,-3,-7,4,-3,-7,-0.2
CCOC(=O)C1CCCN(C(=O)c2cccc(S(=O)(=O)N3CCCC3)c2)C1 (stereo not drawn),0.0,-2,6,9,3,-3,-5,-6,-0.6
CC(C)N1CCN(CC#Cc2ccccc2)CC1CCO (stereo not drawn),1.0,4,-3,-1,1,-5,-1,-6,-0.1
CC(CN1CC(=O)NC(=O)C1)N1CC(=O)NC(=O)C1 (stereo not drawn),0.8,-6,37,-6,2,-9,-1,8,-0.1
Cc1ccc(C)c(S(=O)(=O)Nc2cc3c4c(c2)CCN4C(=O)CC3)c1,1.0,-6,8,4,4,10,-7,-2,-0.7
COc1ccc2oc(C(=O)OCc3c(C)noc3C)c(C)c2c1,0.9,24,6,-5,2,3,-10,-4,-0.9
CCO[C@@H]1OC(C(=O)NCc2nc3ccccc3[nH]2)=C[C@H](c2csc3ccccc23)[C@H]1CCCO,-0.2,5,0,7,5,-6,-1,8,86*
COc1ccc(Nc2nc(N)c([N+](=O)[O-])c(NCCO)n2)cc1,2.6,-4,11,5,1,-5,-3,-8,-0.1

Profiles from above. Screens in order: MsrA inhibitor	FAS TE block	MLLE-PAM2 inh	NRP1-CendR mod	MT1-MMP act inh	eLon inh	MsrA act	SKN-1 block	TbMetRS inhib
Record of CCO[C@@H]1OC(C(=O)NCc2nc3ccccc3[nH]2)=C[C@H](c2csc3ccccc23)[C@H]1CCCO = -0.2	5	0	7	5	-6	-1	8	86*
Record of OCCCNc1ncnc2oc(-c3ccccc3)c(-c3ccccc3)c12 = 1.2	1	1	-3	-7	4	-3	-7	-0.2

Continuation.
Molecule,MsrA inhibitor,FAS TE block,MLLE-PAM2 inh,NRP1-CendR mod,MT1-MMP act inh,eLon inh,MsrA act,SKN-1 block,TbMetRS inhib
CNC(=O)NNC(=O)c1csc(-c2ccc(C(F)(F)F)cc2Cl)n1,-0.3,-3,-18,2,-1,14,-4,20,-0.5
Nc1nnc(SCc2ccccc2F)n1-c1ccccc1,-1.0,-5,11,-2,0,2,-2,-21,0.1
O=C(Nc1cccc(-c2cn3c(n2)SCC3)c1)c1ccc2ccccc2n1,2.1,12,-16,8,0,-1,-3,8,0.0
COc1cc2oc3ccccc3c2cc1N(CC(=O)N1CCCCC1)S(=O)(=O)c1ccc(C)cc1,1.0,24,-7,-9,-24,-1,-3,-11,-0.8
CC(=NC1CCN(Cc2ccccc2)CC1)c1c(O)[nH]c(=O)[nH]c1=O,0.9,-7,10,-8,8,-8,0,8,0.0
Cc1ccc2cccc(S(=O)(=O)Nc3c(C)n(C)n(-c4ccccc4)c3=O)c2n1,-1.4,-9,3,-2,2,0,-2,-13,0.8
Cc1ccc(C)c(OCCn2cc(/C=C(\C#N)C(=O)NCc3cccs3)c3ccccc32)c1,0.5,31,-6,-3,-2,2,-4,-11,-0.9
CN(CC1CCCO1)S(=O)(=O)c1ccc(C(=O)Nc2ccc([N+](=O)[O-])cc2)cc1 (stereo not drawn),0.1,12,16,-10,-6,-3,-6,16,-0.3
CCCCN1CCNC1=S,-0.1,-2,-95,-7,-1,7,-2,12,-0.7
COc1ccc(C(C)(O)c2nc(-c3ccc(S(C)(=O)=O)cc3)cs2)cc1 (stereo not drawn),0.9,25,14,-3,-7,-8,-4,-2,-0.3
COc1ccc(N(CC(=O)NCc2ccc(F)cc2)C(=O)Cn2nnc(-c3ccc(C)o3)n2)cc1OC,-2.1,-1,17,7,-6,6,-1,15,-0.5

Source: PubChem BioAssay (several laboratories)
